# Assay outcomes: PubChem, several laboratories
# AID364: cytotoxicity toward Jurkat T cells, primary screen, cell-based, Jurkat E6.1, NIH starter set (AID 364) | Jurkat E6.1 viability, ATP luminescence, 48 h; higher % means a stronger effect | inhibition, % at 4 µM; hits with a dose series show CC50 in µM | 2% of 3,300 active;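 active means concentration giving half-maximal inhibition at or below 20 micromolar; inactive means half-maximal concentration above 20 micromolar, or not dose tested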;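 further: 100% = cells treated with 4 µM doxorubicin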
# A549 proliferation: A549 NSCLC cell proliferation inhibitors – ATP luminescence, human non-small cell lung line, primary screen (AID 371). 8.4% of 3,300 active. growth inhibition, % at 10 µM. A549 growth inhibition, ATP luminescence; hits give high values;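 active means mean growth inhibition over the two runs of 50% or more; inactive means mean growth inhibition under 50%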;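 further: compound exposure lasted 72 h before the ATP read; 0% = untreated cell signal and 100% = no luminescence left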
# HT29 cell growth-1: HT29 colon tumor cell growth inhibition, primary screen, imaging, high content imaging, 48 h, CellTiter-Glo (AID 771); HT29 cell growth, HCS imaging cell count, 48 h; hits give high values; growth inhibition, % at 10 µM; 2% of 3,300 active;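 active means growth inhibition above 90%, meaning viable cell count by imaging cut by more than 90% versus vehicle controls; inactive means growth inhibition below 90%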;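 further: percent fewer viable cells counted by imaging than vehicle controls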
# HT29 cell growth-2: HT29 colon tumor cell growth inhibition, primary screen, imaging, high content imaging, 24 h, CellTiter-Glo (AID 770); HT29 cell number by imaging, 24 h; hits give high values; 3,300 tested, under 10 active; growth inhibition, % at 10 µM;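 active means growth inhibition above 90% in viable cell count at a single dose; inactive means growth inhibition below 90%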
# AID772: HT29 colon tumor cell growth inhibition, primary screen, imaging, high content imaging, 72 h, CellTiter-Glo (AID 772) | HT29 cell growth, HCS imaging cell count, 72 h; hits give high values | growth inhibition, % at 10 µM | 0.6% of 3,300 active;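 active means growth inhibition above 90%, meaning viable cell count cut by more than 90% versus vehicle controls; inactive means growth inhibition below 90%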
# HT29 cell growth-2 condensed nuclei: recorded beside HT29 cell growth-2, whose call it bears; condensed nuclei, %; measured here: percent cells with condensed nuclei;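 share of cells whose nuclear area falls below control median minus 1.5 SD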
# HT29 cell growth-2 ATP viability: further read-out of HT29 cell growth-2, marked with its call; growth inhibition, %; measured here: ATP CellTiter-Glo viability
# HT29 cell growth-1 condensed nuclei: also measured in HT29 cell growth-1; calls as there; condensed nuclei, %; measured here: percent cells with condensed nuclei;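 condensed means Hoechst nuclear area under control median minus 1.5 SD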
# HT29 cell growth-1 ATP viability: also measured in HT29 cell growth-1; calls as there; growth inhibition, %; measured here: ATP CellTiter-Glo viability inhibition
# AID772 condensed nuclei: also measured in AID772; calls as there; condensed nuclei, %; measured here: percent cells with condensed nuclei;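 condensed means nuclear area below control median minus 1.5 SD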
# AID772 second: also measured in AID772; calls as there; growth inhibition, %; measured here: ATP CellTiter-Glo viability
# Numbers without * were called inactive; i = inactive; . = not tested or not shown. Only part of the results is shown; the hit share may differ from the screen's.
SMILES,AID364,A549 proliferation,HT29 cell growth-1,HT29 cell growth-1 condensed nuclei,HT29 cell growth-1 ATP viability,HT29 cell growth-2,HT29 cell growth-2 condensed nuclei,HT29 cell growth-2 ATP viability,AID772,AID772 condensed nuclei,AID772 second
Cc1cc(-c2ccc(F)cc2)nc2cc(C(N)=O)nn12,-9.9%,11.3,23.1,1.6,26.4,52.4,7.7,3.0,18.4,2.5,29.2
C[C@]12CC[C@@H]3c4ccc(O)cc4C(=O)C[C@H]3[C@@H]1CC[C@@H]2O,-3.9%,11.9,18.9,1.7,.,-1.1,3.3,-17.1,-4.4,2.8,-13.0
COC(=O)C1=C(N)Oc2cc(C)[nH]c(=O)c2C1c1ccncc1 (stereo not drawn),-2.6%,-0.7,23.1,1.2,-4.2,-1.3,2.4,-13.7,25.7,8.9,-22.5
CC12CN3CC(C)(CN(C1)C3c1ccc(Br)cc1O)C2 (stereo not drawn),0.5%,14.0,20.0,2.0,-19.5,19.8,3.0,-5.0,-12.2,2.8,-10.6
Cc1ccc2cc(CN(C(=O)c3ccco3)c3ccccc3C)c(=O)[nH]c2c1,2.7%,23.0,7.6,3.6,-20.3,14.1,3.4,-7.4,-61.6,2.8,-59.5
c1ccc(CN2CCN(c3ncnc4c3[nH]c3ccccc34)CC2)cc1,28.5%,63.0*,89.4,10.8,57.3,18.2,8.3,23.0,93.4*,27.8*,88.4*
CC(C)(C)n1cnc2cc(NS(=O)(=O)c3ccc(Br)cc3)ccc21,-4.5%,61.4*,-9.3,3.9,24.3,14.0,5.6,4.3,44.5,14.4,53.4
CC/C(C)=C1\SC(N2CCN(C(C)=O)CC2)=NC1=O,-7.2%,4.5,-12.0,2.4,-28.4,-2.0,2.8,-8.4,18.6,2.0,4.1
CC(=O)/C(C#N)=C1\NC(=O)C(Cc2ccccc2)S1 (stereo not drawn),i,56.0*,56.8,1.9,28.8,45.0,2.7,4.1,80.5,4.3,33.3
O=[N+]([O-])c1cccc2cn[nH]c12,2.6%,-11.5,-15.4,3.1,.,18.4,3.5,-1.6,-10.9,1.2,0.8
CCOc1ccc(C2/C(=C(/O)c3ccc(OC)cc3)C(=O)C(=O)N2c2cc(C)on2)cc1OC (stereo not drawn),-9.2%,-9.5,47.8,1.2,18.5,28.8,0.5,10.9,-12.2,12.4,15.1
CCn1cc(C(=O)NCc2ccco2)c(=O)c2cc(F)c(N3CCN(C(=O)c4ccco4)CC3)cc21,7.2%,59.3*,50.3,2.4,16.7,-11.7,2.6,6.9,38.0,4.5,27.6
CCOC(=O)N1CCN(/C=C(\C#N)c2nc3ccccc3s2)CC1,-2.5%,33.3,-48.5,1.9,-12.0,4.9,3.8,-12.8,31.4,2.5,-25.2
Cc1cc(=O)oc(C)c1C(=O)Nc1ccc2nsnc2c1,-0.3%,-2.3,31.3,3.1,-17.1,15.4,3.0,-14.0,42.2,5.3,-17.9
Cc1ccc(-n2ncc3c(N4CCCC4)ncnc32)c(C)c1,8.7%,14.1,3.2,4.1,-6.7,-35.2,3.3,-6.0,-27.2,8.0,-30.0
CCN1CCc2c(C#N)c(N3CCCCC3)nc(NCc3ccccc3)c2C1,20.1%,88.8*,-17.2,3.4,20.2,-1.7,4.2,19.9,56.3,0.7,60.2
O=C(CC(c1ccco1)S(=O)(=O)c1ccccc1)c1ccc(F)cc1 (stereo not drawn),-1.0%,2.6,-42.4,1.5,-13.3,15.0,2.1,-1.4,-5.3,4.9,-5.5
CC(C)Cc1[nH]c(=O)c(C#N)c2c1CCCC2,-11.5%,0.7,29.8,1.9,26.1,-1.1,12.8,-11.0,-33.5,1.9,-56.1
COc1ccc(-c2nnc3sc(COc4ccccc4)nn23)cc1,-0.7%,18.3,-32.0,10.3,-4.4,7.4,2.4,-6.2,-29.0,1.6,-16.2
Cc1c(OCc2ccccc2)c(=O)ccn1Cc1ccccc1,3.4%,2.9,9.5,1.2,-3.2,-0.3,2.0,-10.9,14.2,7.3,-13.7
Cc1ccc(-n2ncc3c(NCc4ccc5c(c4)OCO5)ncnc32)c(C)c1,8.6%,52.8*,36.2,3.6,15.5,-9.1,2.1,9.4,31.9,2.1,3.1
CCc1[nH]nc2c1C(c1ccc(Br)s1)C(C#N)=C(N)O2 (stereo not drawn),10.9%,33.8,61.0,4.9,16.8,16.7,10.3,13.0,72.8,5.0,30.2
COc1cccc(C(=O)OCCN(C)C(C)(C)C)c1,-1.2%,0.0,29.5,2.6,12.2,-6.8,3.8,6.0,55.4,3.9,14.5
CC(COc1ccccc1)N(CCCl)Cc1ccccc1 (stereo not drawn),5.6%,54.1*,-1.1,0.6,.,-2.6,2.1,-6.0,8.4,2.7,-1.1

# Some of the entries so far, tab-delimited.
SMILES	AID364	A549 proliferation	HT29 cell growth-1	HT29 cell growth-1 condensed nuclei	HT29 cell growth-1 ATP viability	HT29 cell growth-2	HT29 cell growth-2 condensed nuclei	HT29 cell growth-2 ATP viability	AID772	AID772 condensed nuclei	AID772 second
CCN1CCc2c(C#N)c(N3CCCCC3)nc(NCc3ccccc3)c2C1	20.1%	88.8*	-17.2	3.4	20.2	-1.7	4.2	19.9	56.3	0.7	60.2
O=C(CC(c1ccco1)S(=O)(=O)c1ccccc1)c1ccc(F)cc1 (stereo not drawn)	-1.0%	2.6	-42.4	1.5	-13.3	15.0	2.1	-1.4	-5.3	4.9	-5.5
CC(C)Cc1[nH]c(=O)c(C#N)c2c1CCCC2	-11.5%	0.7	29.8	1.9	26.1	-1.1	12.8	-11.0	-33.5	1.9	-56.1
COc1ccc(-c2nnc3sc(COc4ccccc4)nn23)cc1	-0.7%	18.3	-32.0	10.3	-4.4	7.4	2.4	-6.2	-29.0	1.6	-16.2
Cc1c(OCc2ccccc2)c(=O)ccn1Cc1ccccc1	3.4%	2.9	9.5	1.2	-3.2	-0.3	2.0	-10.9	14.2	7.3	-13.7
Cc1ccc(-n2ncc3c(NCc4ccc5c(c4)OCO5)ncnc32)c(C)c1	8.6%	52.8*	36.2	3.6	15.5	-9.1	2.1	9.4	31.9	2.1	3.1
CCc1[nH]nc2c1C(c1ccc(Br)s1)C(C#N)=C(N)O2 (stereo not drawn)	10.9%	33.8	61.0	4.9	16.8	16.7	10.3	13.0	72.8	5.0	30.2
COc1cccc(C(=O)OCCN(C)C(C)(C)C)c1	-1.2%	0.0	29.5	2.6	12.2	-6.8	3.8	6.0	55.4	3.9	14.5
CC(COc1ccccc1)N(CCCl)Cc1ccccc1 (stereo not drawn)	5.6%	54.1*	-1.1	0.6	.	-2.6	2.1	-6.0	8.4	2.7	-1.1

# The list goes on.
SMILES,AID364,A549 proliferation,HT29 cell growth-1,HT29 cell growth-1 condensed nuclei,HT29 cell growth-1 ATP viability,HT29 cell growth-2,HT29 cell growth-2 condensed nuclei,HT29 cell growth-2 ATP viability,AID772,AID772 condensed nuclei,AID772 second
O=C(O)CC(NCc1ccco1)C(=O)OCC1CCCO1 (stereo not drawn),14.4%,0.9,21.8,1.1,-0.7,26.9,4.4,8.0,22.6,6.4,9.4
Cc1nc2c(=O)n(C)c(=O)[nH]c2n1Cc1ccccc1,-16.4%,8.9,-23.5,3.3,-19.1,21.1,5.4,-6.9,-55.4,5.0,-78.3
O=C1C(=O)N(CCN2CCOCC2)C(c2ccccn2)/C1=C(/O)c1ccccc1 (stereo not drawn),-12.1%,4.5,-13.7,3.1,1.6,7.3,2.7,-12.5,74.8,6.7,19.6
Cc1ccc(Cn2ncc3c(N4CCN(c5ccc(C)cc5)CC4)ncnc32)cc1,35.6%,30.8,45.9,4.4,25.4,39.8,4.3,23.3,43.7,2.3,25.0
CCC12CN3CC(CC)(CN(C1)C3c1c(O)ccc3ccccc13)C2=O (stereo not drawn),10.4%,12.4,35.4,3.4,12.3,-5.3,1.8,-5.4,-21.4,5.2,-43.4
CCOc1ccc(N=C(NC#N)SCC(=O)NC2CC2)cc1,-1.8%,13.5,3.4,2.6,-8.0,22.3,4.3,-7.6,19.2,3.9,-8.0
Clc1ccc(SCc2cn3ccsc3n2)cc1,-8.3%,29.2,61.3,3.4,8.2,16.6,2.9,1.8,39.9,1.6,-1.8
COC(=O)c1cc(Br)c(=O)n(-c2nccs2)c1,1.8%,3.0,12.8,2.8,-11.0,-8.8,1.7,-23.4,-38.7,2.1,-59.4
CCC(CC)n1[nH]c(=O)cc1N,2.5%,1.2,-48.5,1.6,-26.0,17.8,3.7,-6.7,50.4,3.8,15.6
CC1CCCCN1C(=O)C12CCC(C)(/C(=N/O)C1)C2(C)C (stereo not drawn),-9.3%,2.0,-2.3,6.5,-9.6,30.1,3.7,8.9,-57.5,3.0,-48.4
O=C(Nc1nc(NC(=O)c2ccco2)n(-c2ccccc2)n1)c1ccccc1,33.5%,82.7*,-12.9,3.6,-45.9,8.6,4.2,-16.6,37.8,11.0,9.9
COc1cccc(C(=O)Nc2ccc(-c3nnc(-c4ccco4)o3)cc2)c1,0.7%,23.8,4.3,2.4,6.8,-7.2,3.6,-1.8,34.5,6.9,-6.6
COc1ccccc1-n1c(N)c(C(=O)NCC2CCCO2)c2nc3ccccc3nc21 (stereo not drawn),-0.4%,52.9*,32.3,2.5,0.1,16.4,4.7,-0.8,58.3,5.5,-3.7
CN(C)c1nc2n(c(=S)n1)CCS2,2.7%,2.9,10.0,1.8,-28.7,-19.4,4.3,-9.8,-7.5,4.8,-6.0
CC(=O)N1CCN(C2c3cccc4cccc(c34)C2NS(=O)(=O)c2ccccc2)CC1 (stereo not drawn),18.6%,15.0,-11.4,1.3,-29.8,28.4,5.8,-2.0,10.3,1.9,3.3
CCCCCNC(=O)C(C#N)c1nc2ccccc2nc1N1CC(C)OC(C)C1 (stereo not drawn),-0.6%,13.6,13.7,3.9,-1.3,7.7,5.8,-5.9,31.0,8.1,-14.9
COc1ccc(/C=N/n2cncn2)cc1CSc1ccccn1,6.1%,21.7,26.6,2.4,-2.4,20.1,2.8,-0.5,-6.3,2.4,4.3
CSc1nc2[nH]c3c(c2c2nnnn12)CCCC3,1.2%,34.9,14.9,0.6,2.0,27.8,2.9,2.9,38.4,6.6,17.5
C#CCSC1=C(C#N)C(c2cccs2)C(C(=O)OCC)=C(C)N1 (stereo not drawn),1.2%,47.5,-11.7,1.9,-5.7,20.7,2.5,-8.0,8.5,9.2,-11.6
Cc1c(/C(O)=C2\C(=O)C(=O)N(CCCN(C)C)C2c2ccccc2)cnn1-c1ccccc1 (stereo not drawn),-6.0%,-2.9,68.5,1.9,0.8,45.3,6.5,7.1,-6.9,4.8,14.1
N[C@@H](C(=O)N[C@@H]1C(=O)N2C(C(=O)O)=C(Cl)CS[C@H]12)c1ccccc1,-4.2%,-14.8,-25.4,2.7,.,26.5,1.9,16.2,38.1,5.3,21.2
c1ccc(-c2ccc(C(c3ccccc3)n3ccnc3)cc2)cc1 (stereo not drawn),-2.7%,78.7*,58.8,2.0,.,20.6,3.9,28.5,57.2,0.0,23.2
COc1cccc(OC)c1-c1nn2c(-c3ccccc3Cl)nnc2s1,3.4%,21.0,36.6,8.1,7.5,-9.7,4.1,-4.5,-35.9,13.5,15.1
CCOC(=O)CC1=C(C(=O)OCC)C(c2cc(OC)c(OC)cc2OC)C(C#N)=C(N)O1 (stereo not drawn),-4.1%,-5.5,8.4,2.3,1.9,-6.1,4.0,-2.1,-6.0,3.8,2.5
O=c1[nH]c(=O)n(Cc2ccco2)c2c1C(C(F)(F)F)(C(F)(F)F)N=C(c1ccco1)N2,6.6%,19.9,21.7,1.3,4.5,-18.2,5.3,-6.8,30.5,4.9,14.2
